# From PubChem BioAssay
# Furin inh: human furin inhibitors, primary screen, biochemical, fluorescence intensity | P09958 | purified furin, fluorogenic substrate cleavage | inhibition, % at 30 µM | 220,000 compounds, 0.061% hits | AID 463115, 2010; in the data active = inhibition above about 25%; note: inactives centre near -15
# Target sequence (P09958 108-714 limits assumed): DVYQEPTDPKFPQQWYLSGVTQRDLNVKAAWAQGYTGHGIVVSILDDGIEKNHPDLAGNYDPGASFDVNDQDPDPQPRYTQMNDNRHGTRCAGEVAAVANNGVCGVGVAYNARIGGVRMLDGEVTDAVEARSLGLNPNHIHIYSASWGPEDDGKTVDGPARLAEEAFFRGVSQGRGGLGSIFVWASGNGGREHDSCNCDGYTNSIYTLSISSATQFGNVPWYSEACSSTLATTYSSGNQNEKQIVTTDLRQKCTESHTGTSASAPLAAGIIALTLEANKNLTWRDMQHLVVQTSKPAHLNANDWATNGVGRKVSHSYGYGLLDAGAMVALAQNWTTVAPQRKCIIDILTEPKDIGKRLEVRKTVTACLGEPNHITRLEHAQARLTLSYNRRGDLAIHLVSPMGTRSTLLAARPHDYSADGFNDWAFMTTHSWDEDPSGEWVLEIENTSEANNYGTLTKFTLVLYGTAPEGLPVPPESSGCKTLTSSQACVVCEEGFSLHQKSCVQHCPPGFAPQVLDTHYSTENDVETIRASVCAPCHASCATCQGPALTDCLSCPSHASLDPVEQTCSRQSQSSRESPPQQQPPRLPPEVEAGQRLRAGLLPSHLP
# p97 ATPase inh: inhibitors of human p97 ATPase, primary screen, biochemical; 220,000 compounds, 0.42% hits; inhibition, % at 8 µM; Transitional endoplasmic reticulum ATPase (Homo sapiens), P55072; recombinant p97 ATPase, Kinase-Glo ATP luminescence, 3 h; in the data active = inhibition above about 15%;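 note: 0% = DMSO vehicle and 100% = wells lacking enzyme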
# FXIa inh: human FXIa protease inhibitors, primary screen, biochemical, 1536-well. purified FXIa, Boc-Glu-Ala-Arg-AMC fluorogenic substrate. AID 798, 2007. 220,000 compounds, 0.14% hits. inhibition, % at 5 µM;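 active = inhibition of at least 40%; inactive = inhibition below 40%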;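 note: fluorescence of freed AMC excited at 355 nm; 0% = enzyme without compound and 100% = no enzyme blank; many of its hits are not listed in these tables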
# hK5 inh: human KLK5 protease inhibitors, primary screen, biochemical, 1536-well. recombinant hK5, fluorogenic AMC substrate cleavage. inhibition, % at 5 µM. 210,000 compounds, 0.59% hits;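 active = inhibition of 40% or more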;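 note: 0% = enzyme controls without compound and 100% = no-enzyme blanks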
# Target sequence (Q9Y337 67-293 limits assumed): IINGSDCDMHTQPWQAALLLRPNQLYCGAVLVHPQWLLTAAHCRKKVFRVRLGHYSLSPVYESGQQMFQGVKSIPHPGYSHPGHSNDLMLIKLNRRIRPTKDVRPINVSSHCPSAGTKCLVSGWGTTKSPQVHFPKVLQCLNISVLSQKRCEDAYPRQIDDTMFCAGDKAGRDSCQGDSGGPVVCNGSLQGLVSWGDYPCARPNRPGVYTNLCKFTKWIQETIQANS
# thrombin 1536: human alpha-thrombin inhibitors, primary screen, counter-screen for coagulation protease inhibitor project, biochemical, 1536-well, fluorogenic AMC substrate | Prothrombin (Homo sapiens), P00734 | Boc-VPR-AMC fluorogenic substrate cleavage | inhibition, % at 5 µM | 220,000 compounds, 0.26% hits | AID 1046, 2008;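 active = inhibition at or above 40%; inactive = inhibition below 40%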;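 note: 0% = enzyme with no compound and 100% = wells without enzyme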
#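 Material: Human alpha-thrombin protein | Buffer or medium: pH 7.5 Tris-saline with Tween 20 | Reagent: Boc-VPR-AMC substrate, 15 µM final | Schedule: Reaction at ambient temperature | Detection: AMC fluorescence at 355 nm excitation and 460 nm emission | Evaluation: Percent inhibition scaled between no-compound controls and no-enzyme blanks | Controls: no-compound enzyme wells and no-enzyme blanks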
# PERK inh: block of dimerizer-induced PERK translation repression, primary screen, PERK inhibitor project, CHO PERK-DD cells, SEAP luminescence, HTS | 220,000 compounds, 0.17% hits | CHO PERK-DD fusion, SEAP luminescence translation reporter | AID 1416, 2008 | Eukaryotic translation initiation factor 2-alpha kinase 3 (Homo sapiens), Q9NZJ5 | inhibition, % at 5.6 µM;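 active = inhibition above the mean inhibition of all tested compounds plus 3 SD, set separately per screening campaign, cut at about 2.9% in these data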;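 note: PERK kinase domain activated by AP20187 dimerizer at 100 nM; 0% = DMSO with dimerizer and 100% = rapamycin at 8.4 µM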
# Cl transport mod: KCC2 cotransporter modulators, thallium flux, primary screen, cell-based, HEK293 KCC2, FluoZin-2 fluorescence, MLSMR; B-score of Tl+ flux slope (higher = more flux/activation; lower = inhibition) at 10 µM; AID 1456, 2008; Solute carrier family 12 member 5 (Homo sapiens), Q9H2X9; KCC2 cells, thallium flux FluoZin-2 fluorescence; 190,000 compounds, 2.2% hits;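 active = thallium flux slope and its plate-corrected score both differing from the plate sample mean at a set confidence after two filtering rounds, in either direction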;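 note: slope of fluorescence scaled to starting intensity during 10 to 20 s after thallium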
# FXIIa inh 1536: human FXIIa protease inhibitors, primary screen, biochemical, 1536-well | inhibition, % at 5 µM | AID 800, 2007 | Coagulation factor XII (Homo sapiens), P00748 | purified FXIIa, Boc-QGR-AMC fluorogenic substrate, 2 h | 220,000 compounds, 0.3% hits; in the data active = inhibition above about 40%;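 note: 0% = enzyme with no compound and 100% = blank without enzyme; many of its hits are not listed in these tables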
# Wee1 stabilizer: Wee1 degradation inhibitors, primary screen, cell-based, HeLa, Wee1K328M-luciferase, luminescence; reporter increase, % at 5 µM; 220,000 compounds, 1.2% hits; Wee1-like protein kinase (Homo sapiens), P30291; HeLa Luc-Wee1K328M stability; 100% = proteasome inhibitor MG132 effect;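 active = activation above the mean of all tested compounds plus 3 SD, set per screening run, cut at about 8.8% in these data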;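 note: cells exposed to compound for 20 h before luminescence read; 0% = DMSO alone and 100% = MG132 at 30 µM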
# * = called active by the depositor; x = no result given; [ ] = remark or other dose.
# Value order: Furin inh | p97 ATPase inh | FXIa inh | hK5 inh | thrombin 1536 | PERK inh | Cl transport mod | FXIIa inh 1536 | Wee1 stabilizer
COc1ccc(C2CC(=O)c3cnc(N4CCc5ccccc54)nc3C2)cc1OC (stereo not drawn)
 : -42 | -11 | -5 | 10 | -9 | 1.7 | 0.0097 | -4 | 1
Cc1ccc(NC(=O)CSc2nc3c([nH]c4ccccc43)c(=O)n2C)cc1
 : -9 | -1 | 0 | -6 | -1 | 0.4 | 0.061 | 4 | 1
COc1ccc(Cc2nnc(NS(=O)(=O)c3ccc(Cl)cc3)s2)cc1OC
 : -25 | 2 | -2 | -3 | -8 | 0.9 | -0.54 | 2 | 6
N#C/C(=C(/O)CCCl)c1ccccn1
 : -30 | 6 | -4 | 3 | -17 | 1.2 | 0.065 | 4 | -1
CCOC(=O)/C=C(\C)Nc1cc(C)nn1-c1ccccc1
 : -16 | -4 | 15 | -14 | 3 | -1.6 | -0.64 | 20 | 3
CCOc1ncccc1C(=O)NCc1ccc(OC)cc1
 : -23[20 µM] | -2 | -2 | -18 | 0 | -0.3 | 0.86 | 10 | 2
COC(=O)c1sccc1NC(=O)CSc1ccccc1NS(=O)(=O)c1ccc(F)cc1
 : -5[20 µM] | -3 | 3 | -1 | 6 | -0.8 | x | 16 | -2
CCOC(=O)c1cccc(NC(=O)C2CCCN(S(=O)(=O)c3cnc[nH]3)C2)c1 (stereo not drawn)
 : -1 | -8 | 0 | -6 | -3 | -0.9 | -0.0028 | 9 | -1
N#C/C(=C(/O)CN1CCN(c2ccccc2F)CC1)c1nc(-c2ccc(Cl)cc2)cs1
 : -19[20 µM] | 1 | 4 | -78 | 6 | 2.0 | x | 15 | -1
Cc1cc(C(C)(C)C)oc1C(=O)OCC(=O)NC1CCCCC1
 : -29 | -5 | 0 | -6 | -12 | 0.3 | -0.025 | 0 | -3
O=C(Nc1cc2cc([N+](=O)[O-])ccc2oc1=O)c1cccs1
 : -24 | 5 | 4 | 2 | -10 | 1.0 | -0.56 | 9 | 1
O=C(C[n+]1ccc2c(c1)nnn2-c1ccccc1)c1ccc(Cl)cc1
 : -18 | 7 | 1 | -1 | -3 | -0.2 | -1.9 | 6 | 7
CN1c2ccccc2C(C)(C)C12C=Nc1c(ccc3ccccc13)O2 (stereo not drawn)
 : -16[20 µM] | -1 | -3 | 0 | -8 | 0.6 | -0.19 | 10 | -2
Cc1cc(C(=O)N/N=C/c2ccc(Cl)c([N+](=O)[O-])c2)c(C)n1-c1ccc(F)cc1
 : -22 | 4 | 5 | -19 | -1 | 0.9 | -0.87 | 3 | -2
CN1C(=O)C(O)(CC(=O)/C=C/c2ccco2)c2cc(Br)ccc21 (stereo not drawn)
 : -4 | 1 | -3 | -16 | 6 | 0.5 | 0.18 | 1 | 3
Cc1ccccc1-n1c(SC2CCOC2=O)nnc1-c1ccncc1 (stereo not drawn)
 : -19 | -2 | 3 | -8 | -7 | 0.1 | -0.6 | 13 | 0
CCOC(=O)C1CCN(c2ccc([N+](=O)[O-])cc2)CC1
 : -1 | -5 | 1 | -2 | x | -0.2 | 1.7 | 7 | -5
COc1cc(/C=N/N=C2/NC(=O)C(Cc3ccccc3)S2)ccc1O (stereo not drawn)
 : -22 | 5 | 2 | 4 | -7 | 0.6 | -3.6 | 3 | -3
COC(=O)c1cc2cc(Cl)ccc2nc1SC
 : -19 | 0 | 5 | 9 | -4 | 0.9 | 0.041 | 4 | 3
O=C(COc1ccccc1F)NC12CC3CC(CC(C3)C1)C2
 : -16 | -8 | -4 | -2 | -6 | -0.1 | -0.098 | 5 | 2

# Some of these compounds in order of SMILES length, rising:
# Value order: Furin inh | p97 ATPase inh | FXIa inh | hK5 inh | thrombin 1536 | PERK inh | Cl transport mod | FXIIa inh 1536 | Wee1 stabilizer
N#C/C(=C(/O)CCCl)c1ccccn1
 : -30 | 6 | -4 | 3 | -17 | 1.2 | 0.065 | 4 | -1
CCOc1ncccc1C(=O)NCc1ccc(OC)cc1
 : -23[20 µM] | -2 | -2 | -18 | 0 | -0.3 | 0.86 | 10 | 2
N#C/C(=C(/O)CN1CCN(c2ccccc2F)CC1)c1nc(-c2ccc(Cl)cc2)cs1
 : -19[20 µM] | 1 | 4 | -78 | 6 | 2.0 | x | 15 | -1

# Given bar-delimited: 12 of the compounds above.
smiles | Furin inh | p97 ATPase inh | FXIa inh | hK5 inh | thrombin 1536 | PERK inh | Cl transport mod | FXIIa inh 1536 | Wee1 stabilizer
CCOc1ncccc1C(=O)NCc1ccc(OC)cc1 | -23[20 µM] | -2 | -2 | -18 | 0 | -0.3 | 0.86 | 10 | 2
COC(=O)c1sccc1NC(=O)CSc1ccccc1NS(=O)(=O)c1ccc(F)cc1 | -5[20 µM] | -3 | 3 | -1 | 6 | -0.8 | x | 16 | -2
CCOC(=O)c1cccc(NC(=O)C2CCCN(S(=O)(=O)c3cnc[nH]3)C2)c1 (stereo not drawn) | -1 | -8 | 0 | -6 | -3 | -0.9 | -0.0028 | 9 | -1
N#C/C(=C(/O)CN1CCN(c2ccccc2F)CC1)c1nc(-c2ccc(Cl)cc2)cs1 | -19[20 µM] | 1 | 4 | -78 | 6 | 2.0 | x | 15 | -1
Cc1cc(C(C)(C)C)oc1C(=O)OCC(=O)NC1CCCCC1 | -29 | -5 | 0 | -6 | -12 | 0.3 | -0.025 | 0 | -3
O=C(Nc1cc2cc([N+](=O)[O-])ccc2oc1=O)c1cccs1 | -24 | 5 | 4 | 2 | -10 | 1.0 | -0.56 | 9 | 1
O=C(C[n+]1ccc2c(c1)nnn2-c1ccccc1)c1ccc(Cl)cc1 | -18 | 7 | 1 | -1 | -3 | -0.2 | -1.9 | 6 | 7
CN1c2ccccc2C(C)(C)C12C=Nc1c(ccc3ccccc13)O2 (stereo not drawn) | -16[20 µM] | -1 | -3 | 0 | -8 | 0.6 | -0.19 | 10 | -2
Cc1cc(C(=O)N/N=C/c2ccc(Cl)c([N+](=O)[O-])c2)c(C)n1-c1ccc(F)cc1 | -22 | 4 | 5 | -19 | -1 | 0.9 | -0.87 | 3 | -2
CN1C(=O)C(O)(CC(=O)/C=C/c2ccco2)c2cc(Br)ccc21 (stereo not drawn) | -4 | 1 | -3 | -16 | 6 | 0.5 | 0.18 | 1 | 3
Cc1ccccc1-n1c(SC2CCOC2=O)nnc1-c1ccncc1 (stereo not drawn) | -19 | -2 | 3 | -8 | -7 | 0.1 | -0.6 | 13 | 0
CCOC(=O)C1CCN(c2ccc([N+](=O)[O-])cc2)CC1 | -1 | -5 | 1 | -2 | x | -0.2 | 1.7 | 7 | -5

# Following part
# Value order: Furin inh | p97 ATPase inh | FXIa inh | hK5 inh | thrombin 1536 | PERK inh | Cl transport mod | FXIIa inh 1536 | Wee1 stabilizer
CC(=O)Nc1ccc(S(=O)(=O)NC2(C(F)(F)F)C(=O)Nc3c2c(=O)n(C)c(=O)n3C)cc1 (stereo not drawn)
 : -29[20 µM] | 3 | -14 | 10 | 1 | 0.4 | x | 15 | -2
O=C(Nc1cccc2ccccc12)N1CCOCC1
 : -11[20 µM] | 2 | 2 | 1 | 0 | 0.9 | -1.3 | 1 | 1
Cc1cc(C(=O)CSc2nc3ccccc3[nH]2)c(C)n1CC1CCCO1 (stereo not drawn)
 : -18[20 µM] | -3 | 5 | -13 | -2 | 0.1 | -0.45 | 14 | 2
COc1ccc2c(c1)N1CCN=C1N2C
 : -32 | 3 | 2 | -5 | 4 | -1.1 | 0.22 | 9 | -2
Cc1ccc(C)c(S(=O)(=O)N2CCN(c3ncccn3)CC2)c1
 : -10 | -2 | -2 | 4 | 2 | -0.4 | 0.53 | 9 | 6
COc1ccc(/C=N/Nc2ncnc3scc(-c4ccccc4)c23)cc1OC
 : -19[20 µM] | 2 | 1 | -3 | -3 | -2.5 | x | 5 | 2
